Screening results deposited in PubChem BioAssay by several laboratories.
HSP90 inh – HSP90 refolding inhibition in rabbit reticulocyte lysate | luciferase refolding luminescence, 3 h | inhibition, % at 5.6 µM | 0.91% of 290,000 active | AID 1789;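 active = inhibition above the screen-wide mean plus 3 SD, computed separately per campaign, cut at about 16% in these data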;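 note: 0% = DMSO wells and 100% = 60 µM geldanamycin wells; inhibitors lower the luminescence because luciferase stays unfolded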
GSK3A inh – human GSK-3 alpha kinase inhibition | 0.1% of 320,000 active | AID 2650 | inhibition, % at 10 µM | ADP-Glo luminescence, 60 min;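 in the data active = inhibition above about 50%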;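 note: GST-tagged GSK-3 alpha with peptide substrate and 25 µM ATP; 0% = DMSO neutral wells and 100% = GW8510 positive control wells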
Target sequence (P49840 whole entry, looked up): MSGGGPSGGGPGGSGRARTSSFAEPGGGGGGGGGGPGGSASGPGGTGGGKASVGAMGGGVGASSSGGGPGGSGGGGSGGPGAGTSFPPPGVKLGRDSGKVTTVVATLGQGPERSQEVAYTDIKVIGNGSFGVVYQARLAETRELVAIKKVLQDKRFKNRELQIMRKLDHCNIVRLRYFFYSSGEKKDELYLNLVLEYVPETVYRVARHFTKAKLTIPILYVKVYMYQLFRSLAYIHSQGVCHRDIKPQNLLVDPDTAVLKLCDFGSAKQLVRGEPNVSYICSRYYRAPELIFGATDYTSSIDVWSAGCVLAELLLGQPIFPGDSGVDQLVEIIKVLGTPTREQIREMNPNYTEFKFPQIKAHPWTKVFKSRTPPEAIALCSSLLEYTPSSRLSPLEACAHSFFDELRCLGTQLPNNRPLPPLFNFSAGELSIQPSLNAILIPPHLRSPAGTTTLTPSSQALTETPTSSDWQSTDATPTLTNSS
HSF1 activator – increases HSF-1 driven luciferase reporter signal; NIH3T3-HGL HSF-1 luciferase reporter, MG132, 8 h; 100% = twice DMSO control signal; activation, % at 9 µM; 1.7% of 300,000 active; AID 504408;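 active = mean replicate activation of at least 50% with a set share of replicates each reaching 50%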;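 note: 0% = median of the neutral control wells and 100% = twice that signal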
IEC-6 tox – counter-screen for KLF5 inhibitors: cytotoxicity in IEC-6 cells; inhibition, % at 5 µM; 0.78% of 290,000 active; IEC-6 cytotoxicity, luminescence viability; in the data active = inhibition above about 22%;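 note: 0% = plate median of test compound wells and 100% = cytotoxic reference compound wells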
HSF1 inh – HSF1 inhibition. NIH3T3-HGL HSE-luciferase, MG132-induced, luminescence 8 h; stronger effect = lower value. activity change, negative = inhibition, % at 7.5 µM (by protocol). 0.77% of 300,000 active;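 active = more than half of replicate wells show activity change below -50%, luminescence cut by over half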;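 note: luciferase reports HSF-1 transcriptional activity via heat shock element; 0% = median of DMSO wells and -100% = zero luminescence signal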
Dyrk1A ADPGlo – Dyrk1A (rat) kinase inhibition. Q63470. ADP-Glo luminescence, NFATc1 peptide. inhibition, % at 12.5 µM. 0.43% of 310,000 active; in the data active = inhibition above about 50%;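 note: plate controls were vehicle with enzyme for no effect and no enzyme for full effect; many of its hits are not listed in these tables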
KLF5 inhibitor – inhibitors of KLF5 expression; DLD-1 KLF5 promoter-luciferase reporter, luminescence; inhibition, % at 5 µM; 0.23% of 290,000 active; AID 1700;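 active = inhibition above a per-plate limit of that plate's mean compound inhibition plus 3 SD, cut at about 60% in these data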;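 note: 0% = DMSO wells and 100% = LY294002 at 200 µM; higher means less KLF5 promoter-driven luciferase light; inactives centre near -14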
aSyn UTR inh – 5' untranslated region of α-synuclein, MLPCN primary screen | 0.82% of 300,000 active | inhibition, % (tested at 7.5 µM) | alpha-synuclein 5'UTR reporter, inhibitor activity; in the data active = inhibition above about 60%;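 note: H4 neuroglioblastoma cells stably carrying SNCA 5'UTR luciferase fusion; 0% = DMSO wells and 100% = positive control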
GSK3B inh – inhibitors of human GSK3beta kinase | GST-GSK3beta kinase, ADP-Glo luminescence, 60 min; stronger effect = lower value | activity score (negative = inhibition), % at 10 µM | 0.038% of 300,000 active;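 active = more than half of replicate wells score below -50%, meaning over 50% inhibition versus plate controls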;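 note: 0% = median DMSO wells and -100% = median GW8510 positive control wells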
Target sequence (P49841 whole entry, looked up): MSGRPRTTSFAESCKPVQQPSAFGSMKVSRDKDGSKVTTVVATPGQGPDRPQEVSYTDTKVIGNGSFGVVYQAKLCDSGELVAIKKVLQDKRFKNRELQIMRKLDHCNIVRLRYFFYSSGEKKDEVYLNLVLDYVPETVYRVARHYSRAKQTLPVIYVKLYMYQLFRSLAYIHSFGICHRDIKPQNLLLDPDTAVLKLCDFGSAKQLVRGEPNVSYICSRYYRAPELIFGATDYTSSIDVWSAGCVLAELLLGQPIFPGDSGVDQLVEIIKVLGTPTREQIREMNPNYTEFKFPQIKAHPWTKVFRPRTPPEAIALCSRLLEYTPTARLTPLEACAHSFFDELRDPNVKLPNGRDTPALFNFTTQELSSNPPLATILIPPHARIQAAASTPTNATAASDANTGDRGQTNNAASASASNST
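Assay system: GST-fused GSK3beta enzyme, cell-free / Medium: Tris pH 7.5 buffer with MgCl2, DTT, BSA, heparin / Also added: peptide substrate plus 25 µM ATP (final) / Compound: 10 µM single point / Timing: kinase reaction with compound 60 min at room temperature / Detection: ADP-Glo luminescence / Benchmarks: DMSO neutral wells and GW8510 at 20 µM as positive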
Platelet DG rel – modulates dense granule release in human platelets | human platelet-rich plasma, SFLLRN dense granule ATP release, luminescence | 0.22% of 300,000 active | inhibition, %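 (compounds screened at 7.5 µM in platelet-rich plasma)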;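 active = mean replicate score, as percent of positive control, at or above 50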
* = called active by the depositor.

CCOC(=O)/C(=C\c1ccc(OC)c(OC)c1)C(=O)c1cccnc1 was read as HSP90 inh 2, GSK3A inh -3, HSF1 activator 21, IEC-6 tox -3, HSF1 inh 4, Dyrk1A ADPGlo -4, KLF5 inhibitor -36, aSyn UTR inh -9, GSK3B inh 4 and Platelet DG rel 0.
O=C(COc1ccccc1Cl)NC(=S)Nc1ccc(CN2CCOCC2)cc1 was read as HSP90 inh 3, GSK3A inh 0, HSF1 activator 1, IEC-6 tox 5, HSF1 inh -3, Dyrk1A ADPGlo 2, KLF5 inhibitor -6, aSyn UTR inh -18, GSK3B inh 1 and Platelet DG rel 0.
For CN(C)/C=N/c1cnc(C(=O)c2ccc(Cl)cc2)n1C the results were HSP90 inh 0, GSK3A inh -9, HSF1 activator 62*, IEC-6 tox 7, HSF1 inh 30, Dyrk1A ADPGlo 11, KLF5 inhibitor -159, aSyn UTR inh -202 and GSK3B inh -3.
Screening O=C(COc1ccccc1-c1ccccc1)N/N=C/c1cccnc1 returned HSP90 inh -1, GSK3A inh 1, HSF1 activator -13, IEC-6 tox 2, HSF1 inh -7, Dyrk1A ADPGlo 1, KLF5 inhibitor -4, aSyn UTR inh -10, GSK3B inh -1 and Platelet DG rel -6.
For CCC1(C)Cc2c(sc3nc(SCC(=O)O)[nH]c(=O)c23)CO1 (stereo unspecified) the results were HSP90 inh 1, GSK3A inh -1, HSF1 activator 13, IEC-6 tox -1, HSF1 inh -6, Dyrk1A ADPGlo -5, KLF5 inhibitor -30, aSyn UTR inh -6, GSK3B inh -4 and Platelet DG rel -12.
Screening C=CCNC(=S)/N=c1/ccccn1CC returned HSP90 inh -2, GSK3A inh -2, HSF1 activator 3, IEC-6 tox -6, HSF1 inh -6, KLF5 inhibitor 9, aSyn UTR inh 3, GSK3B inh -1 and Platelet DG rel -6.
Screening O=C(O)[C@H](CSCc1ccccc1)NS(=O)(=O)c1ccc(F)cc1 returned HSP90 inh -2, GSK3A inh -4, HSF1 activator -6, IEC-6 tox -8, HSF1 inh -2, Dyrk1A ADPGlo 2, KLF5 inhibitor -25, aSyn UTR inh 9, GSK3B inh -4 and Platelet DG rel -2.
Screening O=C1CC(c2ccccc2)CC(O)=C1C=NC1CCCCCC1 (stereo unspecified) returned HSP90 inh -2, GSK3A inh 0, HSF1 activator 12, IEC-6 tox -8, HSF1 inh -1, Dyrk1A ADPGlo 1, KLF5 inhibitor -30, aSyn UTR inh -23, GSK3B inh 0 and Platelet DG rel -5.
Cc1c(O)ccc(C(=O)CN2CCN(c3ccccc3F)CC2)c1O was read as HSP90 inh -3, GSK3A inh 1, HSF1 activator -14, IEC-6 tox -8, HSF1 inh -9, Dyrk1A ADPGlo -2, KLF5 inhibitor -36, aSyn UTR inh -12, GSK3B inh -2 and Platelet DG rel 10.
O=C(CSc1ccsc1[N+](=O)[O-])NC1CCCC1 was read as HSP90 inh -1, GSK3A inh -2, HSF1 activator 11, IEC-6 tox -2, HSF1 inh 3, Dyrk1A ADPGlo 0, KLF5 inhibitor 12, aSyn UTR inh -14, GSK3B inh 0 and Platelet DG rel 1.
For O=C(C[n+]1ccc(/C=N/O)cc1)NC1CCCCC1 the results were HSP90 inh -3, GSK3A inh 1, HSF1 activator -18, IEC-6 tox -3, HSF1 inh 2, Dyrk1A ADPGlo -4, KLF5 inhibitor -27, aSyn UTR inh -13, GSK3B inh -4 and Platelet DG rel -3.
Screening CCc1cc2c(SCC(=O)NC3CCS(=O)(=O)C3)ncnc2s1 (stereo unspecified) returned HSP90 inh -1, GSK3A inh -1, HSF1 activator 3, IEC-6 tox -1, HSF1 inh -8, Dyrk1A ADPGlo 14, KLF5 inhibitor -21, aSyn UTR inh 8, GSK3B inh -4 and Platelet DG rel 0.

Reprinted from the part before: two compounds, then new ones.
For O=C(C[n+]1ccc(/C=N/O)cc1)NC1CCCCC1 the results were HSP90 inh -3, GSK3A inh 1, HSF1 activator -18, IEC-6 tox -3, HSF1 inh 2, Dyrk1A ADPGlo -4, KLF5 inhibitor -27, aSyn UTR inh -13, GSK3B inh -4 and Platelet DG rel -3.
Screening CCc1cc2c(SCC(=O)NC3CCS(=O)(=O)C3)ncnc2s1 (stereo unspecified) returned HSP90 inh -1, GSK3A inh -1, HSF1 activator 3, IEC-6 tox -1, HSF1 inh -8, Dyrk1A ADPGlo 14, KLF5 inhibitor -21, aSyn UTR inh 8, GSK3B inh -4 and Platelet DG rel 0.
For Cc1ccc(CS(=O)(=O)CCC(=O)NCCC(C)C)cc1 the results were HSP90 inh 2, HSF1 activator 0, IEC-6 tox 5, HSF1 inh -3, Dyrk1A ADPGlo 1, KLF5 inhibitor 5, aSyn UTR inh -5, GSK3B inh -2 and Platelet DG rel -5.
Screening CNC(=O)C1C2C=CC3(O2)C1C(=O)N(CCOC)C3C(=O)NCc1ccc(OC)cc1 (stereo unspecified) returned HSP90 inh 6, GSK3A inh 0, HSF1 activator -22, IEC-6 tox 0, HSF1 inh 1, Dyrk1A ADPGlo -4, KLF5 inhibitor -38, aSyn UTR inh -7, GSK3B inh 3 and Platelet DG rel -5.
Cc1cc(C(=O)Nc2sc3c(c2C#N)CCC(C)C3)no1 (stereo unspecified) was read as HSP90 inh 1, GSK3A inh 0, HSF1 activator -5, IEC-6 tox 6, HSF1 inh 2, Dyrk1A ADPGlo 1, KLF5 inhibitor -84, aSyn UTR inh 7, GSK3B inh 3 and Platelet DG rel 2.
`Cc1ccc(CN2CCCC(C(=O)N3CCCC3)C2)cc1` (stereo unspecified) gave HSP90 inh 3, GSK3A inh -3, HSF1 activator -1, IEC-6 tox 1, HSF1 inh -1, Dyrk1A ADPGlo -1, KLF5 inhibitor -15, aSyn UTR inh -17, GSK3B inh 0 and Platelet DG rel 7.
Cn1c(=O)c2cnc(-c3ccc(C(F)(F)F)cc3)nc2n(C)c1=O was read as HSP90 inh -2, GSK3A inh -2, HSF1 activator -14, IEC-6 tox -7, HSF1 inh -6, Dyrk1A ADPGlo 0, KLF5 inhibitor -5, aSyn UTR inh -3, GSK3B inh 4 and Platelet DG rel -3.
Screening N=C1C(c2ccccc2)=C(O)CN1c1cccc(S(=O)(=O)NCc2ccco2)c1 returned HSP90 inh 2, GSK3A inh -1, HSF1 activator -8, IEC-6 tox 2, HSF1 inh 0, Dyrk1A ADPGlo 5, KLF5 inhibitor -1, aSyn UTR inh 9, GSK3B inh 0 and Platelet DG rel 1.
For CC(=O)Nc1ccc(NC(=O)C(C)OC(=O)CC2CCCCC2)cc1 (stereo unspecified) the results were GSK3A inh -1, HSF1 activator -4, HSF1 inh -2, Dyrk1A ADPGlo 0, aSyn UTR inh 2, GSK3B inh 3 and Platelet DG rel 2.
For CCNc1nc(NCC)nc(N(C)/N=C/c2ccco2)n1 the results were HSP90 inh 1, GSK3A inh 1, HSF1 activator -7, IEC-6 tox 2, HSF1 inh 0, Dyrk1A ADPGlo -2, KLF5 inhibitor -8, aSyn UTR inh 13, GSK3B inh 2 and Platelet DG rel -1.
Screening CCN(CC)c1c(-c2ccccc2)c2cc(C)ccc2[nH]c1=O returned HSP90 inh -3, HSF1 activator 10, IEC-6 tox 5, HSF1 inh 5, Dyrk1A ADPGlo -2, KLF5 inhibitor 4, aSyn UTR inh 17, GSK3B inh 1 and Platelet DG rel 8.
For CN(CC(=O)Nc1ccc([N+](=O)[O-])cc1Br)Cc1c(F)cccc1Cl the results were HSP90 inh -1, GSK3A inh 0, HSF1 activator 24, IEC-6 tox -2, HSF1 inh 15, Dyrk1A ADPGlo 15, KLF5 inhibitor -15, aSyn UTR inh 10, GSK3B inh 0 and Platelet DG rel 11.
Screening CCc1cc(C(=O)NNC(=S)NC2CCCCC2)cs1 returned HSP90 inh -2, GSK3A inh 1, HSF1 activator 28, IEC-6 tox -1, HSF1 inh 6, Dyrk1A ADPGlo -4, KLF5 inhibitor -98, aSyn UTR inh -87, GSK3B inh -2 and Platelet DG rel -31.
For Cc1c(NC(=O)COC(=O)C2(c3ccc(F)cc3)CCCC2)c(=O)n(-c2ccccc2)n1C the results were HSP90 inh 1, GSK3A inh 8, HSF1 activator -15, IEC-6 tox 0, HSF1 inh -8, Dyrk1A ADPGlo -2, KLF5 inhibitor -27, aSyn UTR inh 13, GSK3B inh 4 and Platelet DG rel -2.
O=C(OCc1cc2ccccc2[nH]c1=O)C1CCCCC1 was read as HSP90 inh -2, GSK3A inh 6, HSF1 activator 2, IEC-6 tox -5, HSF1 inh 3, Dyrk1A ADPGlo 2, KLF5 inhibitor 10, aSyn UTR inh 11, GSK3B inh 2 and Platelet DG rel -26.
O=C(O)[C@H](Cc1ccccc1)N1C(=O)c2ccncc2C1=O was read as HSP90 inh -1, GSK3A inh 0, HSF1 activator -1, IEC-6 tox 1, HSF1 inh -4, Dyrk1A ADPGlo -1, KLF5 inhibitor -51, aSyn UTR inh 10, GSK3B inh -23 and Platelet DG rel 6.
For COc1ccc(-n2c(C)cc(-c3csc(N)n3)c2C)cc1 the results were HSP90 inh -3, GSK3A inh -2, HSF1 activator -8, IEC-6 tox 0, HSF1 inh 4, Dyrk1A ADPGlo 4, KLF5 inhibitor -1, aSyn UTR inh -5, GSK3B inh -4 and Platelet DG rel 0.
For Cc1ccc(NC(=S)NC2CC3CCC(C2)N3Cc2ccco2)c(C)c1 (stereo unspecified) the results were HSP90 inh -2, GSK3A inh 0, HSF1 activator 4, IEC-6 tox -6, HSF1 inh 5, Dyrk1A ADPGlo 4, KLF5 inhibitor -2, aSyn UTR inh 14, GSK3B inh -30 and Platelet DG rel 14.
CCOC(=O)C(C)n1cnc2c(nnn2-c2ccccc2)c1=O (stereo unspecified) was read as HSP90 inh 0, GSK3A inh 1, HSF1 activator 9, IEC-6 tox -3, HSF1 inh 3, Dyrk1A ADPGlo 1, KLF5 inhibitor 3, aSyn UTR inh -2, GSK3B inh 0 and Platelet DG rel 0.
O=C(O)CCCc1nc2ccccc2s1 was read as HSP90 inh -1, GSK3A inh -3, HSF1 activator 10, IEC-6 tox 0, HSF1 inh -7, Dyrk1A ADPGlo 9, KLF5 inhibitor 2, aSyn UTR inh 14, GSK3B inh 5 and Platelet DG rel -2.
`O=c1cc(-c2ccc(O)c(-c3c(O)cc(O)c4c(=O)cc(-c5ccc(O)cc5)oc34)c2)oc2cc(O)cc(O)c12` gave HSP90 inh 1, GSK3A inh -2, HSF1 activator -22, IEC-6 tox -1, HSF1 inh -8, Dyrk1A ADPGlo 18, KLF5 inhibitor -14, aSyn UTR inh -2, GSK3B inh -1 and Platelet DG rel 7.
O=C(CN1CCCc2ccccc21)N/N=C/c1ccccc1O was read as HSP90 inh -3, GSK3A inh 2, HSF1 activator 1, IEC-6 tox 3, HSF1 inh 1, Dyrk1A ADPGlo -1, KLF5 inhibitor 1, aSyn UTR inh -27, GSK3B inh 1 and Platelet DG rel -1.
Cn1c(/C=C/N(Cc2ccccc2)c2ccccc2)c([N+](=O)[O-])c(=O)n(C)c1=O was read as HSP90 inh 4, GSK3A inh 3, HSF1 activator 0, IEC-6 tox 4, HSF1 inh -3, Dyrk1A ADPGlo 3, KLF5 inhibitor -21, aSyn UTR inh 6, GSK3B inh 1 and Platelet DG rel 5.

This is a subset; the hit share may differ from the screen's.
